PAFAH2 inh: inhibitors of human PAFAH2 | Q99487 | recombinant PAFAH2, FP-rhodamine activity probe, fluorescence polarization | inhibition, % at 3.39 µM | 0.99% of 340,000 active | AID 492956;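 active means inhibition above the mean over all tested compounds plus 3 SD, cut at about 30% in these data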;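 further: inhibitors block probe labeling of enzyme so polarization drops; 0% = enzyme with DMSO and 100% = wells lacking PAFAH2 protein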
GSTO1 inh: blocks human GSTO1 in RBBP9 counter-screen; recombinant GSTO1, activity-based probe fluorescence polarization; inhibition, % at 5.96 µM; 1.1% of 300,000 active; AID 1974;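 active means inhibition above the campaign mean inhibition plus 3 SD, cut at about 35% in these data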;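 further: 0% = GSTO1-1 with DMSO and 100% = wells lacking GSTO1-1 enzyme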
EBNA-1 inh: blocks EBNA-1 binding to DNA. EBNA-1 DNA binding, fluorescence polarization. inhibition, % at 14.8 µM. 0.34% of 300,000 active. AID 1950; in the data active means inhibition above about 28%
PAFAH1B3 inh: inhibitors of human PAFAH1B3. Q15102. recombinant PAFAH1B3, FP-rhodamine probe, fluorescence polarization. inhibition, % at 3.39 µM. 0.28% of 340,000 active;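 active means inhibition above the screen-wide average of all tested compounds plus 3 SD, cut at about 25% in these data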;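 further: 0% = enzyme with DMSO only and 100% = wells lacking PAFAH1B3 protein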
Target sequence (Q15102 whole entry, looked up): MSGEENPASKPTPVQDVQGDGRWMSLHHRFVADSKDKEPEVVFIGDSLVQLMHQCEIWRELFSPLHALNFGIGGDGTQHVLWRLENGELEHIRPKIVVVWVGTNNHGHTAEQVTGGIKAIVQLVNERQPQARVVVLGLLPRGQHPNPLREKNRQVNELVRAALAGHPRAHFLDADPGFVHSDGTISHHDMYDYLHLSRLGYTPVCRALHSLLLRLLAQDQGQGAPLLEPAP
LYPLA2 inh: blocks human lysophospholipase 2, a PME1 counter-screen | O95372 | recombinant LYPLA2, FP-Rh probe fluorescence polarization | inhibition, % at 5.9 µM | 0.38% of 320,000 active | AID 2177;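 active means inhibition above the screen-wide mean plus 3 SD, limit set per campaign, cut at about 26% in these data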;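 further: 0% = LYPLA2 with DMSO and 100% = wells lacking LYPLA2 enzyme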
LYPLA1 inh: blocks human lysophospholipase 1, a PME1 counter-screen; O75608; 0.16% of 320,000 active; AID 2174; inhibition, % at 5.9 µM; recombinant LYPLA1, FP-Rh probe fluorescence polarization;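 active means inhibition above the mean of all tested compounds plus 3 SD, set per campaign, cut at about 14% in these data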;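 further: inhibitors block serine hydrolase probe labeling of LYPLA1 so polarization falls; 0% = enzyme with DMSO and 100% = wells lacking LYPLA1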
Target sequence (O75608 whole entry, looked up): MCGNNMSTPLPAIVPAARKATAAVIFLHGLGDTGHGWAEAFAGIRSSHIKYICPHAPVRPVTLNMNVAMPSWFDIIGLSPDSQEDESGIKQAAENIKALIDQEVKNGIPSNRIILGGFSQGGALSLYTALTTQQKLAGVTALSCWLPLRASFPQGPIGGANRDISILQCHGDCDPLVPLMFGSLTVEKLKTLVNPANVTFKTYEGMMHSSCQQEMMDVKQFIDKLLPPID
PREPL inh: inhibits the human prolyl oligopeptidase-like enzyme. Q4J6C6. recombinant PREPL, fluorescence polarization activity-based probe. inhibition, % at 5.96 µM. 0.68% of 320,000 active; in the data active means inhibition above about 43%;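 further: 0% = enzyme with DMSO and 100% = wells lacking enzyme; many of its hits are not listed in these tables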
ZTA counter: ZTA (EBV) inhibition in EBNA-1 counter-screen | P03206 | ZTA-DNA binding, fluorescence polarization | inhibition, % at 11 µM | 0.15% of 320,000 active | AID 2234; in the data active means inhibition above about 33%
PAD4 FP inh: PAD4 (human) enzyme inhibition; Q9UM07; recombinant PAD4, RCA probe fluorescence polarization; inhibition, % at 6.36 µM; 0.41% of 330,000 active;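 active means percent inhibition above a cutoff equal to the mean of all tested compounds plus 3 SD, cut at about 15% in these data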;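 further: 0% = PAD4 with RCA probe and DMSO and 100% = probe without PAD4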
An asterisk follows results filed as active; · = no result given. Some of the compounds tested; count on the stated rates, not on these rows.

SMILES | PAFAH2 inh | GSTO1 inh | EBNA-1 inh | PAFAH1B3 inh | LYPLA2 inh | LYPLA1 inh | PREPL inh | ZTA counter | PAD4 FP inh
O=C(CCC(=O)N1CCOc2ccccc21)NC1CCN(Cc2ccccc2)CC1 | -1 | -1 | -3 | 3 | -2 | 3 | -8 | -5 | -1
Cc1cc(N2CCCCCC2)nc(-c2ccccc2O)n1 | -12 | 3 | 3 | 3 | -4 | -2 | -3 | 3 | 4
CCOc1ccc(OCCC(=O)OCC(=O)Nc2ccc3c(c2)OCCO3)cc1 | 5 | 7 | 4 | -1 | -5 | 1 | 2 | 20 | -3
CCOc1ccc(CCNC(=O)Nc2ccccc2C)cc1OCC | 4 | 5 | -4 | 0 | -2 | -1 | 20 | 1 | -4
Cc1ccnc(SCCn2c(N3CC(C)OC(C)C3)nc3c2c(=O)n(C)c(=O)n3C)n1 (stereo not drawn) | -6 | -1 | 6 | 11 | 3 | -2 | 4 | 4 | 0
CCOc1ccccc1N(CC(=O)Nc1ccccc1C(=O)NCc1ccco1)S(C)(=O)=O | 2 | 2 | -10 | 5 | 12 | 2 | -4 | -12 | 0
Cc1cc(C2=NNC(=Nc3ccc(S(=O)(=O)N4CCOCC4)cc3)SC2)c(C)n1CC1CCCO1 (stereo not drawn) | -4 | -8 | -4 | -3 | -5 | -4 | 4 | 23 | -6
Cc1c(C(=O)NCCN(C)C)oc2ccc(S(=O)(=O)N3CCC4(CC3)OCCO4)cc12 | -16 | -1 | 1 | 0 | 3 | 0 | -2 | 17 | 3
CCCN(CCC)CCNC(=O)CN1C(=O)COc2ccc(S(=O)(=O)N3CCOCC3)cc21 | 1 | -2 | -4 | -1 | 12 | 3 | 4 | -7 | -7
Nn1c(SCC(=O)N2CCOCC2)nnc1-c1cccnc1 | 2 | · | · | 7 | 9 | 2 | 1 | 1 | 0
Cc1ccc(S(=O)(=O)c2cc3c(=O)n4cccc(C)c4nc3n(CC3CCCO3)c2=N)cc1C (stereo not drawn) | 5 | -1 | -8 | 8 | -5 | 0 | -1 | -3 | 4
CNS(=O)(=O)c1cnccc1N1CCN(c2cccc(C(F)(F)F)c2)CC1 | 3 | 0 | 1 | 12 | -1 | 1 | 8 | -2 | -2
CCc1noc(C)c1C(=O)Nc1nc(-c2ccc(NC(C)=O)cc2)cs1 | -1 | -5 | 4 | 6 | 5 | 5 | 4 | 5 | 0
COc1ccc(NC(=O)CCc2nnc3ccc(N4CCC(C)CC4)nn23)cc1OC | -1 | -3 | -3 | 3 | 4 | 0 | 9 | -6 | -3

In the list so far, 8 have four or more nitrogen atoms:
SMILES | PAFAH2 inh | GSTO1 inh | EBNA-1 inh | PAFAH1B3 inh | LYPLA2 inh | LYPLA1 inh | PREPL inh | ZTA counter | PAD4 FP inh
Cc1ccnc(SCCn2c(N3CC(C)OC(C)C3)nc3c2c(=O)n(C)c(=O)n3C)n1 (stereo not drawn) | -6 | -1 | 6 | 11 | 3 | -2 | 4 | 4 | 0
Cc1cc(C2=NNC(=Nc3ccc(S(=O)(=O)N4CCOCC4)cc3)SC2)c(C)n1CC1CCCO1 (stereo not drawn) | -4 | -8 | -4 | -3 | -5 | -4 | 4 | 23 | -6
CCCN(CCC)CCNC(=O)CN1C(=O)COc2ccc(S(=O)(=O)N3CCOCC3)cc21 | 1 | -2 | -4 | -1 | 12 | 3 | 4 | -7 | -7
Nn1c(SCC(=O)N2CCOCC2)nnc1-c1cccnc1 | 2 | · | · | 7 | 9 | 2 | 1 | 1 | 0
Cc1ccc(S(=O)(=O)c2cc3c(=O)n4cccc(C)c4nc3n(CC3CCCO3)c2=N)cc1C (stereo not drawn) | 5 | -1 | -8 | 8 | -5 | 0 | -1 | -3 | 4
CNS(=O)(=O)c1cnccc1N1CCN(c2cccc(C(F)(F)F)c2)CC1 | 3 | 0 | 1 | 12 | -1 | 1 | 8 | -2 | -2
CCc1noc(C)c1C(=O)Nc1nc(-c2ccc(NC(C)=O)cc2)cs1 | -1 | -5 | 4 | 6 | 5 | 5 | 4 | 5 | 0
COc1ccc(NC(=O)CCc2nnc3ccc(N4CCC(C)CC4)nn23)cc1OC | -1 | -3 | -3 | 3 | 4 | 0 | 9 | -6 | -3

Bioassay records (PubChem BioAssay)
